PMI inhibitors: inhibitors of human PMI, primary screen, biochemical, fluorescence intensity, coupled assay (AID 1209). Mannose-6-phosphate isomerase (Homo sapiens). purified PMI enzyme, coupled fluorescence intensity; higher % means a stronger effect. inhibition, % at 20 µM; hits with a dose series show IC50 in µM. 190,000 compounds, 0.42% hits;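 also: plate controls were DMSO vehicle for no effect and wells lacking substrate for full effect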
Myeloid diff 2: induction of myeloid progenitor differentiation, primary screen, cell-based, flow cytometry, MLPCN library. ER-HoxA9 myeloid progenitors, lysozyme-GFP differentiation. 360,000 compounds, 1% hits. calls only at 10 µM. AID 624256, 2012;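 active = normalized GFP-positive differentiation at or above the plate's own cutoff, the solvent-only control mean plus 3 SD; inconclusive = no clear call, values can overlap the other calls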;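 also: cells exposed to compound for four days before flow analysis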
WT yeast gro inh: growth inhibition of WT strain, primary screen, mitochondrial fusion inhibitor project, WT and mutant strains, chemical genetic. 190,000 compounds, 2.1% hits. AID 1362, 2008. inhibition, % at 10 µM. mitochondrial fusion phenotypic screen; in the data active = inhibition above about 58%; tested in S. cerevisiae
XIAP displacement: XIAP antagonists, biochemical, IAP family, fluorescence polarization (AID 1018). E3 ubiquitin-protein ligase XIAP (Homo sapiens). XIAP BIR domain, fluorescence polarization peptide displacement; higher % means a stronger effect. displacement, % at 20 µM; hits with a dose series show IC50 in µM. 200,000 compounds, 0.007% hits; in the data active = displacement above about 50%; also: a part of the inactive calls stands beside numbers as strong as those of hits
Siah-1 displacement: Siah-1 peptide-binding antagonists, primary screen, biochemical, fluorescence polarization, rhodamine-plectin, uHTS (AID 1817). 290,000 compounds, 0.02% hits. one-dose displacement, % at 20 µM; IC50 in µM for titrated hits. Siah-1 / rhodamine-plectin peptide fluorescence polarization; higher % means a stronger effect;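 active = displacement of at least 50% at 20 µM, with a fluorescence ratio check between 0.3 and a set limit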;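 also: plate controls were Siah plus tracer with DMSO for no effect and tracer alone without Siah for full effect; strong numbers were not always called active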
PhoP inhibition: inhibitors of PhoP regulon expression, primary screen, Salmonella Typhimurium, GFP reporter (AID 1863); S. Typhimurium PhoP-regulated promoter GFP reporter, 4 h; higher % means a stronger effect; inhibition, % at 50 µM, or IC50 in µM where a hit was titrated; 300,000 compounds, 0.16% hits;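 active = inhibition over 29.93%, a cutoff 3 SD above the screen mean, later confirmed by dose response; inconclusive = inhibition over 29.93% but no dose response follow-up; inactive = inhibition at most 29.93% or unconfirmed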;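 also: 0% = low Mg2+ inducing control and 100% = high Mg2+ repressing control; strong numbers were not always called active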
PMI inhibition: human PMI inhibitors, high substrate, primary screen, biochemical, fluorescence intensity, high mannose 6-phosphate (AID 1220); recombinant PMI enzyme, coupled fluorescence intensity; higher % means a stronger effect; inhibition, % at 20 µM, or IC50 in µM where a hit was titrated; 190,000 compounds, 0.66% hits
TNAP activators: human TNAP enzyme activators, primary screen, biochemical, luminescent, no phosphate acceptor, uHTS (AID 1001); Alkaline phosphatase, tissue-nonspecific isozyme (Homo sapiens); purified TNAP, luminescent activation assay, no phosphate acceptor; higher activation fold means a stronger effect; activation fold at 20 µM; hits with a dose series show EC50 in µM; 200,000 compounds, 0.03% hits; in the data active = activation fold from about 3, or a potency from the dose series; inactive = the rest, 99 in 100 with activation fold below about 1.6; also: many of its hits are not listed in these tables
RSV CPE inhibition: RSV antiviral activity via CPE protection, HEp-2 cells, primary 10 µM value included (AID 2391); HEp-2 cells, RSV-induced CPE inhibition; higher % means a stronger effect; CPE inhibition, % at 10 µM, or IC50 in µM where a hit was titrated; 310,000 compounds, 0.13% hits; in the data active = a potency from the dose series; inconclusive = CPE inhibition mostly from about 23% at the one dose, without a potency; inactive = the rest, 99 in 100 with CPE inhibition below about 21%; also: strong numbers were not always called active
WT yeast gro inh mutant strain: further read-out of WT yeast gro inh, marked with its call; inhibition, %; mitochondrial fusion phenotypic screen, mutant strain inhibition
Myeloid diff 2 GFP+ MAC1+ %: also measured in Myeloid diff 2; calls as there; GFP+ MAC1+ double positive, %; measured here: differentiation confirmed by MAC1 staining
Numbers without * were called inactive. Rule as the data show it, unless noted: active = inhibition above about 50%; inactive = the rest.

Screening Cc1ccc(-c2nnn(CC(=O)N3CCCCC3)n2)c(-n2cnnn2)c1 returned PMI inhibitors 14%, Myeloid diff 2 inactive, WT yeast gro inh -4, XIAP displacement -8.0%, Siah-1 displacement 0%, PhoP inhibition 21%, PMI inhibition 15%, TNAP activators 1, RSV CPE inhibition 4.0%, WT yeast gro inh mutant strain -4 and Myeloid diff 2 GFP+ MAC1+ % 0.9.
`Cc1ccc2[nH]c3c(c2c1)CN(C(=O)CN(C)CC1OCCO1)CC3` gave PMI inhibitors -1%, Myeloid diff 2 inactive, WT yeast gro inh 2, XIAP displacement -0.7%, Siah-1 displacement -1%, PhoP inhibition -1%, PMI inhibition 16%, TNAP activators 0.9, RSV CPE inhibition 0.4%, WT yeast gro inh mutant strain 9 and Myeloid diff 2 GFP+ MAC1+ % 2.0.
O=C(COc1ccc2ccccc2c1)N1CCCC1 was read as PMI inhibitors 9%, Myeloid diff 2 inactive, WT yeast gro inh 1, XIAP displacement 10%, Siah-1 displacement 2%, PhoP inhibition 1%, PMI inhibition 7%, TNAP activators 1.1, RSV CPE inhibition 1.7%, WT yeast gro inh mutant strain -9 and Myeloid diff 2 GFP+ MAC1+ % 0.3.
Cc1ccccc1S(=O)(=O)Nc1nc2ccccc2nc1N1CCc2ccccc2C1 was read as PMI inhibitors 1%, Myeloid diff 2 inactive, WT yeast gro inh -8, XIAP displacement -7.4%, Siah-1 displacement 0%, PhoP inhibition 1%, PMI inhibition 15%, TNAP activators 1, RSV CPE inhibition inconclusive, WT yeast gro inh mutant strain -6 and Myeloid diff 2 GFP+ MAC1+ % 0.5.
CC1=C(C(=O)OCc2ccc3c(c2)OCO3)C(c2ccccc2OCc2ccccc2)NC(=O)N1 (stereo unspecified) was read as PMI inhibitors 0%, WT yeast gro inh 26, XIAP displacement -3.9%, Siah-1 displacement 2%, PhoP inhibition -6%, PMI inhibition -3%, TNAP activators 1, RSV CPE inhibition 13% and WT yeast gro inh mutant strain 15.
`O=C(NCc1ccncc1)c1cc(C(=O)C2CC2)c[nH]1` gave PMI inhibitors 10%, Myeloid diff 2 inactive, WT yeast gro inh 6, XIAP displacement -16%, Siah-1 displacement -3%, PhoP inhibition 8%, PMI inhibition 13%, TNAP activators 1.1, RSV CPE inhibition -0.3%, WT yeast gro inh mutant strain 9 and Myeloid diff 2 GFP+ MAC1+ % 0.8.
For COCCn1c(SCC(=O)Nc2ccccc2F)nnc1-c1ccoc1C the results were Myeloid diff 2 inactive, Siah-1 displacement 1%, PhoP inhibition 10%, RSV CPE inhibition 0.7% and Myeloid diff 2 GFP+ MAC1+ % 0.8.
`CCOCCCNC(=O)c1ccc(CS(=O)(=O)Cc2ccccc2F)o1` gave PMI inhibitors 13%, Myeloid diff 2 inactive, WT yeast gro inh -12, XIAP displacement -7.5%, Siah-1 displacement -1%, PhoP inhibition 4%, PMI inhibition 3%, TNAP activators 1.1, WT yeast gro inh mutant strain -17 and Myeloid diff 2 GFP+ MAC1+ % 10.
Screening CCOC(=O)C1CCCN(S(=O)(=O)Cc2ccc(Cl)cc2)C1 (stereo unspecified) returned Myeloid diff 2 inactive, Siah-1 displacement -1%, PhoP inhibition -6%, RSV CPE inhibition 2.0% and Myeloid diff 2 GFP+ MAC1+ % 0.5.
CCOc1ccc(NC(=O)c2ccccc2NC(=O)CN2CCN(C(C)=O)CC2)cc1 was read as Myeloid diff 2 inactive, WT yeast gro inh 0, PhoP inhibition 2%, RSV CPE inhibition 1.2%, WT yeast gro inh mutant strain 8 and Myeloid diff 2 GFP+ MAC1+ % 1.2.
CCNC(=O)NC(=O)C(C)OC(=O)c1ccc(SC)cc1OC (stereo unspecified) was read as PMI inhibitors 0%, Myeloid diff 2 inactive, WT yeast gro inh 8, XIAP displacement -3.1%, Siah-1 displacement -2%, PhoP inhibition -4%, PMI inhibition -5%, TNAP activators 1.1, RSV CPE inhibition 0.2%, WT yeast gro inh mutant strain 3 and Myeloid diff 2 GFP+ MAC1+ % 0.3.
For O=C(Nc1scc(-c2ccc(F)cc2)c1C(=O)O)c1ccco1 the results were PMI inhibitors 2%, Myeloid diff 2 inactive, WT yeast gro inh -17, XIAP displacement -3.7%, Siah-1 displacement -1%, PhoP inhibition -4%, PMI inhibition 6%, TNAP activators 1, RSV CPE inhibition 1.2%, WT yeast gro inh mutant strain -2 and Myeloid diff 2 GFP+ MAC1+ % 1.7.
For Cc1cc(NS(=O)(=O)c2ccc(NC(=O)Nc3ccc4c(c3)OCO4)cc2)no1 the results were PMI inhibitors 2%, Myeloid diff 2 inactive, WT yeast gro inh -1, XIAP displacement -1.1%, Siah-1 displacement 0%, PhoP inhibition -14%, PMI inhibition 15%, TNAP activators 1.1, RSV CPE inhibition 0.8%, WT yeast gro inh mutant strain 8 and Myeloid diff 2 GFP+ MAC1+ % 0.3.
Screening CCC(Sc1ccc(C(=O)O)cc1)C(=O)O (stereo unspecified) returned PMI inhibitors -13%, Myeloid diff 2 inactive, WT yeast gro inh -18, XIAP displacement -0.5%, Siah-1 displacement -7%, PhoP inhibition -12%, PMI inhibition -10%, TNAP activators 1.1, RSV CPE inhibition 0.3%, WT yeast gro inh mutant strain 1 and Myeloid diff 2 GFP+ MAC1+ % 0.0.
Cn1nc(C(=O)NCc2ccccc2)c2ccccc2c1=O was read as PMI inhibitors 16%, Myeloid diff 2 inactive, WT yeast gro inh 1, XIAP displacement -7.4%, Siah-1 displacement -2%, PhoP inhibition 6%, PMI inhibition 10%, TNAP activators 1.1, RSV CPE inhibition 1.4%, WT yeast gro inh mutant strain 15 and Myeloid diff 2 GFP+ MAC1+ % 0.2.
O=C(N/N=C/C(Cl)=C/c1ccc([N+](=O)[O-])cc1)C(=O)Nc1ccc(C(=O)O)cc1 was read as Myeloid diff 2 inactive, Siah-1 displacement 9%, PhoP inhibition -3%, RSV CPE inhibition 2.4% and Myeloid diff 2 GFP+ MAC1+ % 0.3.
`CCCCC(C(=O)O)C(C)CC(=O)Nc1nncs1` (stereo unspecified) gave Myeloid diff 2 inactive, Siah-1 displacement 9%, PhoP inhibition -9%, RSV CPE inhibition 1.0% and Myeloid diff 2 GFP+ MAC1+ % 0.7.
O=C(NCCc1ccccc1)C(=O)NCC(c1ccco1)N1CCOCC1 (stereo unspecified) was read as PMI inhibitors -6%, Myeloid diff 2 inactive, WT yeast gro inh 3, XIAP displacement -2.5%, Siah-1 displacement 2%, PhoP inhibition 15%, PMI inhibition 1%, TNAP activators 1.1, RSV CPE inhibition 0.4%, WT yeast gro inh mutant strain -5 and Myeloid diff 2 GFP+ MAC1+ % 0.5.
For COc1ccc(-c2csc(NC(=O)Cc3ccccc3F)n2)cc1OC the results were Myeloid diff 2 inactive, Siah-1 displacement -3%, PhoP inhibition 3%, RSV CPE inhibition 2.5% and Myeloid diff 2 GFP+ MAC1+ % 1.2.
For O=C(NCc1ccccc1Cl)C1CCN(c2cnccn2)CC1 the results were PMI inhibitors -4%, Myeloid diff 2 inactive, WT yeast gro inh -7, XIAP displacement -6.6%, Siah-1 displacement 2%, PhoP inhibition -4%, PMI inhibition 26%, TNAP activators 1.1, RSV CPE inhibition 1.2%, WT yeast gro inh mutant strain -9 and Myeloid diff 2 GFP+ MAC1+ % 0.8.

Two entries picked at random from the list so far, as already listed:
Cc1ccccc1S(=O)(=O)Nc1nc2ccccc2nc1N1CCc2ccccc2C1 was read as PMI inhibitors 1%, Myeloid diff 2 inactive, WT yeast gro inh -8, XIAP displacement -7.4%, Siah-1 displacement 0%, PhoP inhibition 1%, PMI inhibition 15%, TNAP activators 1, RSV CPE inhibition inconclusive, WT yeast gro inh mutant strain -6 and Myeloid diff 2 GFP+ MAC1+ % 0.5.
CCOc1ccc(NC(=O)c2ccccc2NC(=O)CN2CCN(C(C)=O)CC2)cc1 was read as Myeloid diff 2 inactive, WT yeast gro inh 0, PhoP inhibition 2%, RSV CPE inhibition 1.2%, WT yeast gro inh mutant strain 8 and Myeloid diff 2 GFP+ MAC1+ % 1.2.

A draw from above in order of molar mass, falling:
Cc1ccccc1S(=O)(=O)Nc1nc2ccccc2nc1N1CCc2ccccc2C1 was read as PMI inhibitors 1%, Myeloid diff 2 inactive, WT yeast gro inh -8, XIAP displacement -7.4%, Siah-1 displacement 0%, PhoP inhibition 1%, PMI inhibition 15%, TNAP activators 1, RSV CPE inhibition inconclusive, WT yeast gro inh mutant strain -6 and Myeloid diff 2 GFP+ MAC1+ % 0.5.
For COCCn1c(SCC(=O)Nc2ccccc2F)nnc1-c1ccoc1C the results were Myeloid diff 2 inactive, Siah-1 displacement 1%, PhoP inhibition 10%, RSV CPE inhibition 0.7% and Myeloid diff 2 GFP+ MAC1+ % 0.8.
For COc1ccc(-c2csc(NC(=O)Cc3ccccc3F)n2)cc1OC the results were Myeloid diff 2 inactive, Siah-1 displacement -3%, PhoP inhibition 3%, RSV CPE inhibition 2.5% and Myeloid diff 2 GFP+ MAC1+ % 1.2.

(cont.)
CN(C)S(=O)(=O)c1ccc(NC(=S)NC(=O)c2cccs2)cc1 was read as PMI inhibitors 12%, Myeloid diff 2 inactive, WT yeast gro inh 6, XIAP displacement -3.9%, Siah-1 displacement 8%, PhoP inhibition -9%, PMI inhibition 0%, TNAP activators 0.7, RSV CPE inhibition -0.8%, WT yeast gro inh mutant strain 8 and Myeloid diff 2 GFP+ MAC1+ % 0.2.
`COCCN(C(=O)CSc1nc2ccccc2c(=O)n1CC(C)C)c1c(N)n(Cc2ccccc2)c(=O)[nH]c1=O` gave PMI inhibitors -19%, Myeloid diff 2 inactive, WT yeast gro inh 21, XIAP displacement -9.7%, Siah-1 displacement -8%, PhoP inhibition -6%, PMI inhibition -10%, TNAP activators 1, RSV CPE inhibition -1.2%, WT yeast gro inh mutant strain 18 and Myeloid diff 2 GFP+ MAC1+ % 0.3.
Screening CC(=O)Oc1ccc(C(=O)Nc2ccc(C3(C#N)CCCC3)cc2)cc1 returned Myeloid diff 2 inactive, Siah-1 displacement 45%, PhoP inhibition -7%, RSV CPE inhibition 9.9% and Myeloid diff 2 GFP+ MAC1+ % 0.6.
COc1ccc(C)cc1NC(=O)CSc1nnc(-c2ccco2)n1N was read as PMI inhibitors 11%, Myeloid diff 2 inactive, WT yeast gro inh 21, XIAP displacement -1.1%, Siah-1 displacement 1%, PhoP inhibition -3%, PMI inhibition -5%, TNAP activators 1.1, RSV CPE inhibition 0.7%, WT yeast gro inh mutant strain 0 and Myeloid diff 2 GFP+ MAC1+ % 0.9.
`NC(=O)CNC(=O)[C@@H]1CC2(CC(c3cccc(Br)c3)=NO2)CN1C(=O)c1ccc(Br)cc1` (stereo partly specified) gave PMI inhibitors 14%, Myeloid diff 2 inactive, WT yeast gro inh 19, XIAP displacement -1.0%, Siah-1 displacement 5%, PhoP inhibition -5%, PMI inhibition 32%, TNAP activators 1.1, RSV CPE inhibition 1.2%, WT yeast gro inh mutant strain 9 and Myeloid diff 2 GFP+ MAC1+ % 0.6.
